Compound activity: PubChem BioAssay, several laboratories
DAGLB inhibitor – diacylglycerol lipase beta (human) inhibition. Q8NCG7. HEK293T DAGLB membrane lysate, EnzChek fluorogenic substrate. inhibition, % at 5.17 µM. 340,000 tested, 0.059% active. AID 504411; in the data active means inhibition above about 34%;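 further: 0% = enzyme with vehicle and 100% = wells lacking enzyme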
Target sequence (Q8NCG7 whole entry, looked up): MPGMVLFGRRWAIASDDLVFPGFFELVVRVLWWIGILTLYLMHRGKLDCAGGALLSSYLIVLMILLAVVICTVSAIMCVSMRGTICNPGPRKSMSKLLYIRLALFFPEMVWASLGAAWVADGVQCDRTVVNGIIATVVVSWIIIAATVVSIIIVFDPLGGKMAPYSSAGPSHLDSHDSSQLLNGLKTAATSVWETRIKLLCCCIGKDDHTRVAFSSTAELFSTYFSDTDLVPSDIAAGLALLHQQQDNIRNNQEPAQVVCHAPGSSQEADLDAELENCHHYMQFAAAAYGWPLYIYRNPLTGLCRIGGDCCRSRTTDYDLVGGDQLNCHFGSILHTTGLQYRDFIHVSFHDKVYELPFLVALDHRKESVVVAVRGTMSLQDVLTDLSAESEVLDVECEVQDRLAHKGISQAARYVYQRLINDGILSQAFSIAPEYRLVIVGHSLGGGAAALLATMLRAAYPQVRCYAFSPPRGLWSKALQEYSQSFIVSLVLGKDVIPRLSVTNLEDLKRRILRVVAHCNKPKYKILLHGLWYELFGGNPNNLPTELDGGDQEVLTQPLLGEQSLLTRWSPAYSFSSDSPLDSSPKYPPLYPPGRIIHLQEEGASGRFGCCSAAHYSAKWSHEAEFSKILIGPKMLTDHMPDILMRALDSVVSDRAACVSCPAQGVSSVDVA
PKA-R2B act – activates the human PKA-R2B holoenzyme complex. PKA-R2B holoenzyme dissociation, Cy5-IP20 fluorescence polarization; R2B truncated from residue 108, S112A mutant; 0% DMSO only, 100% 113 µM cGMP. P22694+P31323. 340,000 tested, 0.079% active. activation, % at 11.4 µM. AID 504700;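 active means activation above a cutoff set at the mean over all compounds plus 3 SD, cut at about 18% in these data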;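 further: higher means more holoenzyme dissociation and a rise in polarization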
HTR5A ag – activates human HTR5A in OPRM1-OPRD1 agonist counter-screen. HTR5A agonist assay, luminescence, cell-based. 340,000 tested, 0.61% active. P47898. activation, % at 9.3 µM. AID 504692; in the data active means activation mostly above about 9.5%, no sharp cut-off; inactive means mostly below about 7.6%;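 further: 0% = cells with vehicle only and 100% = reference agonist; strong numbers were not always called active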
Target sequence (P47898 whole entry, looked up): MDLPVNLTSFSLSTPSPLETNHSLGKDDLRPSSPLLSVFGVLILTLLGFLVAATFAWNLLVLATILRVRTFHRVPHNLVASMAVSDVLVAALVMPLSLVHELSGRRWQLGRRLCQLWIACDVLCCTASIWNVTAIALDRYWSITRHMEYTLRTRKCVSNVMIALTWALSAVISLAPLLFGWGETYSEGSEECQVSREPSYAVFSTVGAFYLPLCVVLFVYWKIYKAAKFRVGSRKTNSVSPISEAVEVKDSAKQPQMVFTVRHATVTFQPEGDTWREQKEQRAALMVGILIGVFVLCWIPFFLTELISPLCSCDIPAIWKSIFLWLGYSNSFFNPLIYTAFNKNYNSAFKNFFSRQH
OPRM1-OPRD1 inv – inverse agonist of human OPRM1-OPRD1 heterodimerization. P35372+P41143. cell-based MOR-DOR heterodimer luminescence, inverse agonism. inhibition, % at 9.3 µM. 340,000 tested, 0.21% active; in the data active means inhibition above about 22%, passing the limit was not always enough;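 further: 0% = cells with DMSO and 100% = wells without cells with DMSO; values of inactives mirror those of a sister screen read the other way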
PKA-R1A act – activates the PKA-R1A holoenzyme complex; activation, % at 11.4 µM; PKA-R1A dissociation, Cy5-IP20 fluorescence polarization; scaled: DMSO 0%, 113 µM cGMP 100%; 340,000 tested, 0.083% active; P00514+P68181; AID 504707;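 active means percent activation above the mean of all tested compounds plus 3 SD, cut at about 19% in these data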;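 further: higher means more PKAc released from R1A so a rise in polarization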
V-ATPase pHluor – regulators of yeast V-ATPase proton transport. AID 504577. S. cerevisiae, pHLuorin cytosolic pH fluorescence. response, % at 10 µM. 350,000 tested, 0.37% active; in the data active means response mostly above about 7.3%, no sharp cut-off; inactive means mostly below about 5.4%; further: actives read high; inactives centre near 0; some compounds called inactive have numbers as strong as hits; reference of the scale not given here
HTR5A inv ag – HTR5A inverse agonism, opioid heterodimer counter-screen; inhibition, % at 9.3 µM; HTR5A cell line, luminescence; AID 504634; 340,000 tested, 0.083% active; in the data active means inhibition mostly above about 23%, no sharp cut-off; inactive means mostly below about 18%;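 further: 0% = cells with DMSO and 100% = no-cell wells with DMSO; some compounds called inactive have numbers as strong as hits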
MOR-DOR ag – OPRM1-OPRD1 heterodimerization agonism. P35372+P41143. cells, luminescence. activation, % at 9.3 µM. 340,000 tested, 0.3% active; in the data active means activation above about 18%;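 further: 0% = vehicle-treated cells and 100% = reference agonist; values of inactives mirror those of a sister screen read the other way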
DSG3 Ab inh – blocks pemphigus antibody binding to human desmoglein-3; DSG3-coupled beads, scFv-anti-DSG3-GFP binding, flow cytometry; hits give low values; P32926; 310,000 tested, 0.48% active; binding (percent of control), % at 10 µM;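 active means binding more than 3 SD below its plate's average and above zero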;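 further: hits lower antibody fragment binding to DSG3; some compounds called inactive have numbers as strong as hits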
Arr AP2 block – blocks beta-arrestin peptide binding to AP2 adaptin; inhibition, % at 10 µM; 340,000 tested, 0.31% active; AID 504490; FITC-arrestin peptide / GST-AP2 beads, flow cytometry; AP2 beta2 appendage carries R879A mutation;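 active means inhibition above a set limit, near 3 SD of compounds lacking own fluorescence, cut at about 54% in these data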;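 further: plate controls were DMSO wells for no effect and 5 µM unlabelled arrestin peptide for full effect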
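System: GST-AP2 R879A glutathione beads. Medium: PBS with 0.05% Tween 20 and 0.1% BSA. Also added: FITC-arrestin peptide, 50 nM. Incubation: 12 min plus 1 h, RT. Measured by: high-throughput flow cytometry of beads, ex 488, em 535 nm. Evaluation: percent drop in bead-associated FITC signal.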
Active calls of the source: *; nt = no result given.

SMILES	DAGLB inhibitor	PKA-R2B act	HTR5A ag	OPRM1-OPRD1 inv	PKA-R1A act	V-ATPase pHluor	HTR5A inv ag	MOR-DOR ag	DSG3 Ab inh	Arr AP2 block
CC(C)c1ccc(C2/C(=C(/O)c3ccc(F)cc3)C(=O)C(=O)N2CCCN2CCOCC2)cc1 (configuration not stated)	1	-11	0	6	5	7	-2	-1.1	116	13
Cc1ccc(NC(=O)C2C3C=CC4(CN(Cc5cccnc5)C(=O)C24)O3)cc1F (configuration not stated)	0	-5	-3	15	-12	5	8	-2.9	109	9
COCCNC(=O)C1CCCN(S(=O)(=O)c2cccc3nsnc23)C1 (configuration not stated)	2	-4	4	12	-7	-5	13	-2.3	114	-9
CCOc1ccc(C(=O)Nc2ccc(-c3nc4ccccc4[nH]3)cc2)cc1[N+](=O)[O-]	0	3	-5	-14	-11	-2	17	2.7	103	4
Cc1scc(C(=O)N2CCN(c3ccc(Cl)cc3)CC2)c1C	-13	-9	3	-13	-1	-2	-8	2.6	113	12
Cc1ccc(S(=O)(=O)N2CCC[C@H]2C(=O)OCC(=O)c2ccc3c(c2)NC(=O)CO3)cc1	0	-5	2	0	-10	0	-6	-0.1	101	6
CN(Cc1nc2ccccc2c(=O)[nH]1)C(=O)C1CC(=O)N(c2cccc3ccccc23)C1 (configuration not stated)	0	-2	3	7	-8	2	-12	-1.3	119	-2
CC(C)COC(=O)/C(C#N)=C/c1cn(Cc2ccccc2)c2ccccc12	-1	6	-3	6	-9	-1	9	-1.1	94	24
O=C1c2ccccc2C(=O)N1Cc1nc(-c2ccccc2)no1	-1	0	1	0	-12	0	9	0.0	98	6
Cc1ccc(S(=O)(=O)NCCCNS(=O)(=O)c2ccccc2[N+](=O)[O-])cc1	2	0	3	-14	-3	3	-13	3.0	103	7
COc1ccc(/C=C/C(=O)NCCCn2ccnc2)cc1	3	6	0	-6	-1	3	16	1.1	nt	21
CC1CCCC(NC(=O)CCC(=O)c2ccc(F)cc2)C1C (configuration not stated)	-1	-10	1	4	-19	-3	4	-0.7	100	-3
CC(C)=NNc1nc2c(c(=O)n(C)c(=O)n2C)n1CCc1ccccc1	2	3	-2	8	-9	0	4	-1.8	114	30
Cc1ccc(NC(=O)N(C2=NCC(C)S2)c2ccccc2)cc1 (configuration not stated)	-2	8	-3	12	-2	-2	6	-2.5	101	3
O=C(CSc1nc(C2CCCCC2)nc2ccccc12)N1CCCC1	0	-2	2	-5	-20	0	1	1.0	103	10
Cc1nc(Nc2ccc(S(=O)(=O)N3CCCC3)cc2)c2nnn(Cc3ccccc3)c2n1	-3	-10	-2	-23	-7	2	4	3.3	80	16
Cc1cccc(C(=O)Nc2ccc(Oc3cnccn3)cc2)c1	-1	-4	-1	11	0	-4	6	-2.3	95	-2
Cc1ccc(C(C)C)c(Oc2cnccn2)c1	-2	-8	1	-5	0	2	-4	1.0	101	2
CCS(=O)(=O)CCSc1nc(C)cc(C)c1C#N	3	-9	5	-10	5	-4	-14	1.6	82	9
COc1ccccc1/C=C1\S/C(=N/NC(=O)c2cccc(Br)c2)NC1=O	18	7	10	15	0	3	18	-2.5	nt	23

An excerpt taken from the entries so far, for reference:
SMILES	DAGLB inhibitor	PKA-R2B act	HTR5A ag	OPRM1-OPRD1 inv	PKA-R1A act	V-ATPase pHluor	HTR5A inv ag	MOR-DOR ag	DSG3 Ab inh	Arr AP2 block
CC(C)c1ccc(C2/C(=C(/O)c3ccc(F)cc3)C(=O)C(=O)N2CCCN2CCOCC2)cc1 (configuration not stated)	1	-11	0	6	5	7	-2	-1.1	116	13
Cc1ccc(NC(=O)C2C3C=CC4(CN(Cc5cccnc5)C(=O)C24)O3)cc1F (configuration not stated)	0	-5	-3	15	-12	5	8	-2.9	109	9
COCCNC(=O)C1CCCN(S(=O)(=O)c2cccc3nsnc23)C1 (configuration not stated)	2	-4	4	12	-7	-5	13	-2.3	114	-9
CCOc1ccc(C(=O)Nc2ccc(-c3nc4ccccc4[nH]3)cc2)cc1[N+](=O)[O-]	0	3	-5	-14	-11	-2	17	2.7	103	4
Cc1scc(C(=O)N2CCN(c3ccc(Cl)cc3)CC2)c1C	-13	-9	3	-13	-1	-2	-8	2.6	113	12

(cont.)
SMILES	DAGLB inhibitor	PKA-R2B act	HTR5A ag	OPRM1-OPRD1 inv	PKA-R1A act	V-ATPase pHluor	HTR5A inv ag	MOR-DOR ag	DSG3 Ab inh	Arr AP2 block
COc1ccc(OC)c(S(=O)(=O)NCc2csc(-c3ccccc3)n2)c1	-1	0	5	6	-2	-2	1	-1.0	98	2
CCC(C)[C@H](NC(=O)NCc1ccccc1Cl)C(=O)O (some centres not stated)	-2	-3	4	15	-2	-3	-22	-3.0	94	2
CC(C)CNC(=S)NNC(=O)c1ccc(OC(F)F)cc1	2	4	-4	9	-2	-2	-2	-1.6	nt	14
CCCCCCOc1ccc(N2C(=O)CC(S/C(N)=N/N=C(\C)c3cccs3)C2=O)cc1 (configuration not stated)	-1	-7	8	-16	5	-4	-20	2.6	101	-10
CCN(CC)S(=O)(=O)c1cc(NC(=O)COC(=O)C2CCC2)ccc1C	0	3	0	11	6	-1	-39	-2.8	101	-4
Cc1ccc(NS(=O)(=O)N2CCOCC2)cc1	0	1	2	15	4	-4	9	-2.9	100	5
O=C(NNC(=O)c1ccc2ccccc2n1)c1ccc(O)cc1	0	-1	5	6	-2	-6	-14	-1.5	nt	6
COC(=O)c1ccccc1SCC(=O)Nc1ccc(N2CCOCC2)cc1	0	6	2	22	-10	5	-7	-4.0	106	-4
O=C(c1ccccc1)N1CCN(c2ncnc3c2cnn3-c2ccccc2)CC1	0	-1	-1	0	-2	1	-1	-0.1	106	-1
CC(C)=CC(=O)OCC(=O)Nc1ccc(Cl)cn1	-5	-14	12	11	-13	-2	-34	-1.9	102	-5
O=C(Nc1ccc(N2CCN(C(=O)c3cccs3)CC2)cc1)c1cccnc1Cl	0	-2	1	3	-3	-3	9	-0.4	111	0
Cc1c(Cl)cccc1NC(=O)CCN1CCC(C(N)=O)CC1	1	-10	1	21	4	0	-5	-4.2	119	7
CCCN(CCC)C(=O)Cn1c(=O)n(CCC(=O)NCCc2ccccc2)c(=O)c2ccccc21	-2	5	2	8	-5	1	-49	-1.4	nt	14
CCC(C)N(C(=O)c1csnn1)C(C(=O)NC1CCCC1)c1ccccc1F (configuration not stated)	-2	1	-1	-7	3	0	-11	1.0	nt	-2
COc1ccc(/C=N/NC(=O)c2ccccc2NC(=O)c2ccco2)c(OC)c1	2	-4	0	14	-3	-3	-8	-2.9	nt	-4
Fc1ccc(-n2nnnc2-c2ccccc2Cl)cc1	-2	-1	-2	9	3	-3	6	-1.7	101	15
Cc1ccnc2nc(C(=O)NC3=NCCS3)nn12	0	-8	-5	10	-9	4	12	-2.4	nt	-10
O=C(COC(=O)COc1ccc(Cl)cc1Cl)NC1CCCCCC1	-4	7	10	-9	-4	-2	-23	2.3	nt	12
Cn1c(N)c(C(=O)COC(=O)C2CCCN2C(=O)c2cccs2)c(=O)n(C)c1=O (configuration not stated)	-1	-4	-2	10	0	-4	21	-1.9	104	-5
COc1ccc(-n2c(Cc3cccn3C)nnc2SCC(=O)Nc2cc(C)cc(C)c2)cc1	0	0	-2	-1	-2	-2	6	0.1	108	0

Record cards, from the list above. Values in the order: DAGLB inhibitor	PKA-R2B act	HTR5A ag	OPRM1-OPRD1 inv	PKA-R1A act	V-ATPase pHluor	HTR5A inv ag	MOR-DOR ag	DSG3 Ab inh	Arr AP2 block
Listed for Cn1c(N)c(C(=O)COC(=O)C2CCCN2C(=O)c2cccs2)c(=O)n(C)c1=O (configuration not stated) : -1	-4	-2	10	0	-4	21	-1.9	104	-5
Listed for O=C(COC(=O)COc1ccc(Cl)cc1Cl)NC1CCCCCC1 : -4	7	10	-9	-4	-2	-23	2.3	nt	12
Listed for O=C(Nc1ccc(N2CCN(C(=O)c3cccs3)CC2)cc1)c1cccnc1Cl : 0	-2	1	3	-3	-3	9	-0.4	111	0
Listed for Cc1c(Cl)cccc1NC(=O)CCN1CCC(C(N)=O)CC1 : 1	-10	1	21	4	0	-5	-4.2	119	7

Next part
SMILES	DAGLB inhibitor	PKA-R2B act	HTR5A ag	OPRM1-OPRD1 inv	PKA-R1A act	V-ATPase pHluor	HTR5A inv ag	MOR-DOR ag	DSG3 Ab inh	Arr AP2 block
COc1ccc(OC)c(N(CC(=O)Nc2cccc3ccccc23)S(C)(=O)=O)c1	-2	-4	3	10	-11	0	-8	-2.1	nt	8
CCCOC(=O)CSc1nnc(-c2ccc(Cl)cc2Cl)o1	-11	6	-7	-33	4	0	1	5.7	107	53
COc1ccc(CCN(C(=O)Cn2nnc3ccccc32)C(C(=O)NCC2CCCO2)c2ccncc2)cc1OC (configuration not stated)	-1	2	-5	12	6	0	-9	-2.5	112	11
O=C(CSC(=S)N1CCCCC1)Nc1nc(-c2ccccc2)c(-c2ccccc2)o1	-4	-3	2	-11	6	8	2	2.5	107	5
CC1CCN(CCCNC(=O)c2ccc3c(=O)n(CCc4ccccc4)c(=O)[nH]c3c2)CC1	-1	-6	5	9	-4	4	-22	-1.6	96	5
Cc1cccc(Nc2cc(=O)n(C)c(=O)n2C)c1	0	-5	nt	nt	3	nt	nt	nt	93	nt
O=C(CSc1ccc(Cl)cc1)N/N=C/c1cccnc1	0	-5	2	11	-3	1	-5	-2.1	104	-4
Cc1cc(C)c(NC(=O)COC(=O)/C=C/c2cccs2)c(C)c1	0	-11	-5	12	-13	-2	4	-2.3	109	10
COc1ccccc1C(=O)NCC(=O)NNC(=O)C1COc2ccccc2O1 (configuration not stated)	-3	4	-1	-5	-10	-3	10	0.7	107	31
CCOc1ccc(NC(=S)NNC(=O)CC(C)O)cc1 (configuration not stated)	0	-15	3	26	-3	-3	-8	-5.6	93	-41
CC(C)OP(=O)(OC(C)C)C(Nc1ccc([N+](=O)[O-])cc1)c1cccc([N+](=O)[O-])c1 (configuration not stated)	0	-8	9	12	-12	2	32	-2.4	104	47
Cn1cc(CNCc2ccccc2OCC(O)CN2CCc3ccccc3C2)cn1 (configuration not stated)	3	3	-1	4	4	0	17	-0.7	111	-3
COc1ccc(NC(=O)Nc2cc(C)ccc2F)cc1	-4	-11	-2	2	5	0	5	-0.3	100	0
Cc1csc(=O)n1CCC(=O)NCc1ccc(F)cc1	2	-6	4	6	-3	-3	-11	-1.4	nt	-8
